# From PubChem
# TGFb SMAD3 inh – TGF-b pathway inhibition; 1.2% of 410,000 active; HepG2 CAGA-GFP TGF-b/SMAD3 reporter, GFP fluorescence, 18 h; TGF-beta stimulated, 500 pg/mL final; Potency, µM (series often up to 46.1 µM), inactives show at the highest dose activity, negative = inhibition, actives largely listed as inhibitors; further: potency means the concentration at half of the fitted maximal effect; on the % scale 0 is the no-effect control and ±100 the full control effect; nearly all actives have a fitted effect of over 65% in size
#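 HEPG2 CAGA-GFP, 1000 cells/well; 2 h settle, 37 C; cpd via pin tool; TGF-b 500 pg/mL final; 18 h, 37 C; GFP imaging ex488/em500-530; %Activity normalised to -TGF-b and +DMSO controls; CRC fit, curve class.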
# A549 viability – kills or reduces viability of A549 cells in Nrf2 counter-screen; A549 ARE-Fluc cells, CellTiter-Fluor viability, 18-24 h; Potency, µM (series often up to 46 µM), for inactives: top-dose activity change, negative = cytotoxicity, usual class: inhibitors; AID 504648; 0.16% of 390,000 active; further: potency means the concentration at half of the fitted maximal effect; on the % scale 0 is the no-effect control and ±100 the full control effect
#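 A549 ARE_Fluc cells in 5% FBS OPTI-MEM were exposed to compounds in concentration-response for 18-24 h at 37 deg C. Viability was read by CellTiter-Fluor fluorescence (Ex 405/Em 525) after 30 min, before the luciferase read.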
# ATXN2 expr inh – reduces ATXN2 reporter expression in HEK-293 cells; HEK-293 ATXN2-luciferase reporter, luminescence, 24 h; Potency, µM (top dose mostly 57 µM), for inactives: top-dose activity change, negative = inhibition, actives largely listed as inhibitors; 0.72% of 360,000 active; AID 1745845; further: potency means the concentration at half of the fitted maximal effect; on the % scale 0 is the no-effect control and ±100 the full control effect; nearly all actives have a fitted effect of over 55% in size
#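 qHTS (up to 57 uM final) was run with 24 h compound exposure of reporter cells at 37 °C. Each well was multiplexed: SteadyGlo luminescence measured ATXN2-luciferase expression after a fluorogenic Gly-Phe-AFC viability readout (25 uM final).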
# HepG2 viability – HepG2 cytotoxicity, counter-screen for TGF-b inhibitors; HepG2 CAGA-GFP viability, ATP luminescence, 18 h; Potency, µM (top dose mostly 46.1 µM), inactives show at the highest dose activity change, negative = cytotoxicity, most hits filed as cytotoxic; 0.76% of 410,000 active; further: potency means the concentration at half of the fitted maximal effect; some results filed as inactive show a strong effect at the top dose
#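 CellTiter-Glo luminescence gave cytotoxicity after 18 hours at 37 degrees C. The cells were HepG2 CAGA-GFP in 1% FBS DMEM, stimulated with 500 pg/mL TGF-beta after compound addition. %Activity was normalised to no-cell wells (complete cell-killing) and DMSO (no toxicity), and curves were fitted and classified.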
# Nrf2 ARE act – activators of Nrf2 (ARE) signaling. AREc32 ARE-luciferase reporter (MCF7-derived line), luminescence, 24 h. Potency, µM (doses to about 46.1 µM), inactives show at the top dose activation, actives largely listed as activators. 0.31% of 410,000 active. AID 624171; further: potency means the concentration at half of the fitted maximal effect; % of control where 0% means no effect; nearly all actives have a fitted effect of over 65% in size
#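 Reporter line AREc32 (ARE-Fluc), seeded overnight in OPTI-MEM with 5% FBS; compound pin-transferred, 24 hr at 37 deg C, 5% CO2; luminescent read-out.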
# S2 tox – viability counter-screen for ATXN expression inhibitors; Potency, µM (doses to about 56.7 µM), usual class: cytotoxic; S2 cells (HEK-293 line with an ATXN2-luciferase reporter) viability, CellTiter-Fluor protease fluorescence, 24 h; AID 651635; 0.49% of 400,000 active; further: potency means the concentration at half of the fitted maximal effect; nearly all actives have a fitted effect of over 40% in size
# EPAC2 agonist – EPAC2 (human) agonism | Potency, µM (titrated, usually from 154 µM), inactives show at the highest dose activation, hits mostly activators | EPAC2 activation, biochemical qHTS; response scale: 100% = 6.5 mM cAMP response | 0.079% of 360,000 active | Q8WZA2; further: potency means the concentration at half of the fitted maximal effect; nearly all actives have a fitted effect of over 50% in size
# Target sequence (Q8WZA2 whole entry, looked up): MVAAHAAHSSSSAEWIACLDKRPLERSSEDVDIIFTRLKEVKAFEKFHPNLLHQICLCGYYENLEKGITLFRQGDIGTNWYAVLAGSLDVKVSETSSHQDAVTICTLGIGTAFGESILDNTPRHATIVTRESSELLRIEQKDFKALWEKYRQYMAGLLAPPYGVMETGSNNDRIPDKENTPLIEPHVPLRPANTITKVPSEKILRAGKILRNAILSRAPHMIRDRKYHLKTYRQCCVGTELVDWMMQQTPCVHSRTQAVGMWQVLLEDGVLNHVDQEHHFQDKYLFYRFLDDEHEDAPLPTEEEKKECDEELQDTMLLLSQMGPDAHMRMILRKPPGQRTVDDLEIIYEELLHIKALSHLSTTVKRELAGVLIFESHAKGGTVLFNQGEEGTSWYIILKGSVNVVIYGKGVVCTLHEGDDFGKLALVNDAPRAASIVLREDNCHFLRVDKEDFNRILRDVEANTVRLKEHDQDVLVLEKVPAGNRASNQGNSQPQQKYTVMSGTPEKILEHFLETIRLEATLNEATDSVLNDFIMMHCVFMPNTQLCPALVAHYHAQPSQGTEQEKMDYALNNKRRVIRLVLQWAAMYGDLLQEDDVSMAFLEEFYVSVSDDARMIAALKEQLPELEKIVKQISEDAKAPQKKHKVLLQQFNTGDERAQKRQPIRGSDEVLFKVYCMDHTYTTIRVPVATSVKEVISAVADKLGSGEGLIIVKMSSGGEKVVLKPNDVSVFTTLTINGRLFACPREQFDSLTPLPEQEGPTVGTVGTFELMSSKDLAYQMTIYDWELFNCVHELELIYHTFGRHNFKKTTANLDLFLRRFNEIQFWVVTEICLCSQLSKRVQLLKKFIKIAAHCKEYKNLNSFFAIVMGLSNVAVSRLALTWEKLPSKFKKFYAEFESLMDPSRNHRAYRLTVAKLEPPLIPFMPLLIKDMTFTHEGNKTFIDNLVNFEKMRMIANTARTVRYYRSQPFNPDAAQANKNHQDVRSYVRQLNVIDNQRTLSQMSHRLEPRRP
#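 qHTS, titration series. 100 nM EPAC2 / 250 nM Rap1B-BODIPY-GDP / 50 uM GDP; RT; ex 480/em 540 nm, 5-min reads to 30 min. Norm. to 6.5 mM cAMP = activation.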
# IL-2 act – activates IL-2 in a cell-based reporter assay; IL-2 activation reporter assay, cell-based qHTS; stimulated with anti-CD3/CD4/CD28 beads; in transgenic mouse T cells; 0.065% of 360,000 active; activation, % (series mostly up to about 46 µM); AID 652025; in the data active means activation above about 50%; inconclusive means mostly about 30% to 49%; further: 0% is about no effect
#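 Unstimulated transgenic mouse T cells, 750 per well, received compound and, after 60 minutes, anti-CD3/anti-CD4 bead plus anti-CD28 stimulation. EGFP and DsRed were quantified after 18 hours.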
# Nrf2 block – inhibitors of Nrf2 signaling. A549 ARE-Fluc reporter, luciferase luminescence, 18-24 h. AID 504444. 2.1% of 360,000 active. Potency, µM (highest dose often 46 µM), for inactives: top-dose activity change, negative = inhibition, actives largely listed as inhibitors; further: potency means the concentration at half of the fitted maximal effect; on the % scale 0 is the no-effect control and ±100 the full control effect; nearly all actives have a fitted effect of over 60% in size
#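 A549 ARE_Fluc cells, 5000/well, 5% FBS OPTI-MEM; compounds in dose-response, 18-24 h at 37 °C/5% CO2; CellTiter-Fluor viability read (Ex 405/Em 525), then BugLite luciferase luminescence = Nrf2 activity.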
# Starred values were filed as active, the others as inactive; i = inactive; ? = inconclusive; / = no result given; [ ] = remark or other dose. Unless noted, the call rests on the fitted dose curve; in most records, active means well fitted curve in the direction sought with a large enough effect; inconclusive means small, poorly fitted or top-dose-only effect, or another doubt; inactive means no such curve, though single readings can be large; an effect the other way counts as inactive or inconclusive.
SMILES,TGFb SMAD3 inh,A549 viability,ATXN2 expr inh,HepG2 viability,Nrf2 ARE act,S2 tox,EPAC2 agonist,IL-2 act,Nrf2 block
NC(=O)CC(NC(=O)c1ccccc1)c1ccc(NCCc2ccc(F)cc2)c([N+](=O)[O-])c1 (stereo not drawn),-13%,-5%,-25%,-25%,0.3%,i,-11%,-3.7,-4%
CCOCCCNc1nc2c(S(=O)(=O)c3ccc(CC)cc3)nnn2c2ccc(Cl)cc12,2%,-4%,7%,4%,0.0%,i,/,/,6%
O=C(Cc1ccccc1)N1CCCC(c2nc(-c3cccs3)no2)C1 (stereo not drawn),25%,-4%,-7%,-12%,-0.5%,i,3%,-0.9,10%
CCC(=O)Nc1ccc(C(=O)NNC(=O)C(c2ccccc2)c2ccccc2)cc1,?,-3%,3%,17%,-0.4%,i,3%,-0.3,-6%
Cc1ccc(C(C(=O)NC(C)(C)C)N(CC2CCCO2)C(=O)c2csnn2)cc1 (stereo not drawn),19%,5%,-3%,-14%,-0.3%,i,6%,-0.1,-2%
CC12CCC(=O)C=C1CCC1C2CCC2(C)C1CC1C3C(=O)N(Cc4ccccc4)C(=O)C3CC(=O)C12 (stereo not drawn),0%,-15%,-26%,7%,1.9%,i,5%,0.6,?
C=C(Cl)COC(=O)[C@H]1C2C=CC(C2)C1C(=O)O (stereo partly drawn),0%,1%,-2%,-2%,-0.3%,i,-1%,1.5,15%
O=C(C1CC1)N1CCc2cc(S(=O)(=O)N3CCN(c4ccccc4)CC3)ccc21,-18%,-16%,/,4%,-1.5%,i,-2%,2.0,?
CC1CCCC(C)N1C(=O)C1CCCCC1 (stereo not drawn),-4%,0%,4%,6%,-0.3%,i,-1%,2.0,4%
CC(C)c1ccc(/C=N/n2c(COc3ccccc3)n[nH]c2=S)cc1,?,-5%,-20%,-36%,0.0%,i,13%,-0.3,-5%
O=C(c1ccc(F)cc1)N(Cc1cccs1)C1CCS(=O)(=O)C1 (stereo not drawn),-5%,-9%,/,-1%,0.4%,i,1%,0.9,-6%
Cc1nn(C)c(C)c1N=Cc1c(O)ccc2ccccc12,-16%,9%,-21%,-12%,0.4%,i,?,-0.2,/
COc1ccc(OC)c(CNC(=O)c2cc3c(=O)oc4ccc(C)cc4c3s2)c1,1%,0%,9%,6%,-0.7%,i,/,/,22%
CCOc1c(Cl)cc(/C=C/C(=O)N(CC)CC(=O)Nc2ccc(NC(C)=O)cc2)cc1OC,?,-3%,-4%,-29%,0.3%,i,-10%,0.2,?
COc1ccccc1CCNC(=O)C(=O)NCC(c1ccc2c(c1)OCO2)N1CCOCC1 (stereo not drawn),-4%,2%,/,-18%,4.0%,/,/,/,/
O=C1C2C3C=CC(C3)C2C(=O)N1c1ccc(Cc2ccncc2)cc1 (stereo not drawn),?,-19%,-1%,-19%,1.5%,i,10%,2.8,?
CCOC(=O)N1CCC(N2Cc3cccc(C(=O)Nc4ccc(CC)cc4)c3C2=O)CC1,9%,-15%,-22%,-24%,0.2%,i,-16%,-1.7,?
COc1ccc(-c2[nH]c(-c3ccc(OC)c(OC)c3)nc2SCC(=O)Nc2ccccc2)cc1,?,?,-25%,-18%,3.7%,?,/,/,23µM*
CCn1c2ccccc2c2nnc(SCC(=O)NC(CC(C)C)C(=O)OC)nc21 (stereo not drawn),?,0%,-13%,10%,0.1%,i,-3%,-3.6,-13%
Cc1cccc(NC(=O)NNC(=O)c2ccc3ccccc3c2O)c1,14%,1%,0%,10%,-0.3%,i,9%,-5.3,4%
COc1ccc(NC(=S)NCCSc2ccc(Cl)cc2)c(OC)c1,?,4%,-10%,-37%,0.0%,i,8%,-2.7,?
Cc1ccc(N2CCN(S(=O)(=O)c3cc(C(=O)Nc4cc(Cl)cc(Cl)c4)ccc3F)CC2C)cc1 (stereo not drawn),?,-19%,-17%,2%,5.2%,?,/,/,/
Cn1cnnc1SCC(=O)NN1C(=O)NC(C)(c2ccccc2)C1=O (stereo not drawn),-1%,0%,4%,-3%,-0.4%,i,6%,-1.8,-7%
O=c1ccc2ccccc2c2ccccc12,13µM*,/,5µM*,-61%,?,?,8%,-0.7,/
O=C(CSc1nc2ccccc2[nH]1)N=Nc1c(O)[nH]c2ccccc12,0%,3%,-3%,5%,12%,i,12%,-2.4,8%
# Following part.
SMILES,TGFb SMAD3 inh,A549 viability,ATXN2 expr inh,HepG2 viability,Nrf2 ARE act,S2 tox,EPAC2 agonist,IL-2 act,Nrf2 block
Cc1nc2nc(-c3ccco3)[nH]n2c(=O)c1C,7%,13%,13%,-9%,11µM*,i,-2%,-2.1,/
C/C(=N\NC(=O)CC1N=C(Cc2ccccc2)NNC1=O)c1ccc(Cl)cc1Cl (stereo not drawn),3%,-15%,?,-12%,2.4%,?,-9%,0.3,-11%
CCc1nn(CC(=O)NCCCN(CC)Cc2ccccc2)c(=O)c2cc3sccc3n12,-3%,?,-14%,-10%,0.2%,?,3%,1.5,4%
COc1cccc2sc3ccc(NCCC4CCCN4C)cc3c(=O)c12 (stereo not drawn),3%,9%,-23%,-29%,12%,?,3%,-0.3,6%
COc1ccc(C2=NN(CC(=O)NCCCN(C)c3ccccc3)C(=O)CC2)cc1,-23%,1%,/,0%,5.4%,/,/,/,/
O=C1c2ccccc2NC(c2cccc(F)c2)N1Cc1ccco1 (stereo not drawn),-12%,?,?,0%,6.0%,i,-2%,0.5,?
COC(=O)c1cc(NC(=O)Nc2ccc3snnc3c2)cc(C(=O)OC)c1,17%,10%,4%,-5%,2.8%,i,/,/,?
Cc1cc(C)nc(NC(=O)c2c(-c3ccccc3Cl)noc2C)c1,?,-1%,4%,-10%,2.2%,i,0%,-0.2,-1%
CCOc1ccccc1NC(=O)c1ccc2c(=O)n3c(nc2c1)CCCCC3,-4%,10%,-10%,-1%,0.6%,i,-4%,-0.8,1%
O=C(c1ccc(-c2cccc(C(F)(F)F)c2)o1)N1CCCC(C(F)(F)F)C1 (stereo not drawn),-5%,1%,1%,-16%,0.8%,i,-13%,-4.7,-1%
CC/C(=N/Nc1ccccc1Cl)c1cnnc(-c2ccccc2)n1,-7%,-2%,-24%,-2%,-0.4%,i,6%,-4.3,-12%
O=C(NCC(c1ccco1)N1CCc2ccccc2C1)c1ccc(Br)cc1 (stereo not drawn),-29%,1%,1%,0%,3.8%,i,13%,-0.3,-1%
CCCOCc1ccc(O)c2ncccc12,?,4%,?,-9%,3.7%,i,12%,0.0,?
COc1ccc(NC(=O)CSc2nc3c([nH]c4ccccc43)c(=O)n2C)c(OC)c1,3%,9%,-2%,-62%,-0.2%,i,5%,-0.2,5%
COC(=O)Nc1ncc(CN2CCc3ccccc3C2)s1,-26%,2%,-1%,-5%,0.3%,i,0%,1.1,9%
CCc1nnc(NC(=O)CSc2nc3cc4c(cc3cc2CC)OCCO4)s1,-14%,-1%[1.84 µM],-4%,-5%,0.1%,i,2%,-0.7,-18%
O=C(COc1ncnc2sccc12)N1CCc2ccccc2C1,19%,6%,4%,15%,2.7%,i,0%,-4.2,20%
CCOC(=O)C(NC(=O)Nc1ccc(F)cc1)(OCC)C(F)(F)F (stereo not drawn),-1%,0%,-14%,5%,-0.5%,?,-7%,-3.6,/
COc1ccc(C(=O)Nc2cc(OC)c(Cl)cc2OC)cc1,-23%,0%,/,-11%,0.2%,i,5%,1.3,22%
CCCCOc1ccccc1C1CC(=O)Nc2cc(C)c(C)cc21 (stereo not drawn),?,?,?,-66%,3.2%,?,/,/,/
CCc1nnc(NC(=O)c2cccc(S(=O)(=O)N3CCN(C(C)=O)CC3)c2)s1,13%,-2%,17%,2%,-0.4%,i,-2%,2.6,7%
CN(c1cc2c(c3c1ccn3C)C1CCC2C1)C1CCCCC1 (stereo not drawn),-26%,/,-18%,-27%,-0.6%,i,12%,-0.6,/
COCCN(C(=O)COC(=O)CCc1nc2ccccc2s1)c1c(N)n(Cc2ccccc2)c(=O)[nH]c1=O,14%,8%,5%,-10%,2.5%,i,6%,-1.2,-2%
O=C1C=C(c2ccc3ncccc3c2)C[C@@H](c2ccc(F)cc2)C1,?,-8%,-24%,-2%,-0.5%,i,8%,-0.8,-26%
C=C(C)CSc1nc2ncc(Cl)cc2[nH]1,0%,-6%,/,-12%,-0.4%,/,6%,1.0,6%
O=C(CN1CCCCCC1)Nc1ccccc1OC(F)F,-4%,2%,-4%,-4%,-0.1%,i,0%,-0.8,1%
Cc1cc2cc(C)c3nnc(SCC(=O)N4CCN(C(=O)c5ccco5)CC4)n3c2cc1C,-23%,1%,0%,-23%,0.0%,i,7%,-1.4,-15%
Cc1ccc(N=C2CCCCCN2C)c(C#N)c1,-5%,0%,0%,-26%,-0.5%,i,3%,-0.7,0%
CCC(Sc1nncn1C)C(=O)Nc1cc(C)on1 (stereo not drawn),-2%,-3%,-13%,-1%,0.0%,?,10%,-1.1,-4%
O=C(c1ccc(Br)cc1)c1cn[nH]c1-c1ccccc1O,-8%,1%,6%,2%,-0.1%,i,10%,0.3,-13%

# Compound profiles, as listed above. Order of values: TGFb SMAD3 inh | A549 viability | ATXN2 expr inh | HepG2 viability | Nrf2 ARE act | S2 tox | EPAC2 agonist | IL-2 act | Nrf2 block
# Cc1cc2cc(C)c3nnc(SCC(=O)N4CCN(C(=O)c5ccco5)CC4)n3c2cc1C in the list: -23% | 1% | 0% | -23% | 0.0% | i | 7% | -1.4 | -15%
# COc1ccc(C(=O)Nc2cc(OC)c(Cl)cc2OC)cc1 in the list: -23% | 0% | / | -11% | 0.2% | i | 5% | 1.3 | 22%
# CCC(Sc1nncn1C)C(=O)Nc1cc(C)on1 (stereo not drawn) in the list: -2% | -3% | -13% | -1% | 0.0% | ? | 10% | -1.1 | -4%
# COc1ccc(NC(=O)CSc2nc3c([nH]c4ccccc43)c(=O)n2C)c(OC)c1 in the list: 3% | 9% | -2% | -62% | -0.2% | i | 5% | -0.2 | 5%
